# FLuc counter – counter-screen for miR-21 project: firefly luciferase inhibitors or activators; purified FLuc, Km substrates, luminescence inhibition; Potency, µM (titrated, usually from 57.5 µM), inactives show at the top dose activity change, negative = inhibition, most hits filed as inhibitors; hit rate 6.9% among 360,000; P08659; AID 588342;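 further: potency means the concentration at half of the fitted maximal effect; plate controls were vehicle for no effect and reference inhibitor for full effect; nearly all actives have a fitted effect of over 55% in size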
#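 Purified P. pyralis luciferase (10nM final) with 10uM D-luciferin and 10uM ATP (Km levels) in 50mM Tris acetate pH 7.5, 10mM Mg acetate, 0.01% Tween-20, 0.05% BSA; qHTS 6-point titration, ~60 µM downward; luminescence read.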
# Rab9 prom act – Rab9 promoter activation. Huh7 Rab9 promoter-luciferase reporter, luminescence, 24 h. Potency, µM (series often up to 9.22 µM), for the others: top-dose activation, negative = inhibition, hits mostly activators. hit rate 2.8% among 320,000. AID 485297; further: potency means the concentration at half of the fitted maximal effect; % of control where 0% means no effect; nearly all actives have a fitted effect of over 60% in size
#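 Huh7 cells stably carrying Rab9 promoter–luciferase reporter, plated 1500 cells/well, compound added after 2 h and incubated 24 h at 37 °C; luciferase luminescence then read after 10 min with detection reagent.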
# Mito fusion act – mitochondrial division inhibition or fusion activation | S. cerevisiae fusion-defective mutant growth rescue, CellTiterGlo 48 h | Potency, µM (series often up to 46.1 µM), for inactives: at the highest dose growth rescue (activation), usual class: activators | hit rate 0.23% among 320,000 | AID 485298;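 further: potency means the concentration at half of the fitted maximal effect; % of control where 0% means no effect; nearly all actives have a fitted effect of over 45% in size; temperature-sensitive fusion mutants such as fzo1-1 at 37 °C on non-fermentable ethanol glycerol medium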
#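 Luminescent cell viability in 1536-well qHTS format served as the measure of rescued growth in ts fusion-mutant S. cerevisiae cultured on non-fermentable YPEG for 48 hours at 37C.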
# Menin MLL FP TR – menin-MLL binding inhibition, Texas Red mutant peptide; O00255; Menin + Texas Red MLL mutant peptide, fluorescence polarization; Potency, µM (series often up to 61.6 µM), without a hit: at the top dose FP activity change, negative = inhibition, most hits filed as inhibitors; hit rate 0.23% among 270,000; AID 1768; active means well fitted inhibition curve with a large enough effect in the polarisation, with a control signal flat, not every such curve was filed as active; inconclusive means small, poorly fitted or top-dose-only effect, or effect the other way, or a change in a side signal; inactive means no such curve, though single readings can be large or run the other way; the % refers to the polarisation; further: potency means the concentration at half of the fitted maximal effect; % of control where 0% means no effect; many of its hits are not listed in these tables
# NPC1 promoter act – activates the NPC1 promoter | AID 485313 | hit rate 2.4% among 320,000 | Potency, µM (doses to about 9.22 µM), inactives show at the highest dose activation, actives largely listed as activators | Huh7 NPC1 promoter luciferase reporter, 24 h;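 further: potency means the concentration at half of the fitted maximal effect; % of control where 0% means no effect; nearly all actives have a fitted effect of over 60% in size; reporter is driven by a mutant NPC1 promoter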
#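 Luciferase expression driven by the NPC1 promoter was measured in stably transfected Huh7 cells after a 24 h compound incubation, using a luciferase reagent and a luminescence read.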
# PKM2 act – activators of human pyruvate kinase M2. P14618. purified PKM2, Kinase-Glo ATP luminescence, activation; response scale: 0% is enzyme alone, no compound. Potency, µM (highest dose often 57.5 µM), without a hit: at the top dose activation, most hits filed as activators. hit rate 0.34% among 260,000. AID 1631; further: potency means the concentration at half of the fitted maximal effect; on the % scale 0 is the no-effect control and ±100 the full control effect; nearly all actives have a fitted effect of over 55% in size
# Target sequence (P14618 whole entry, looked up): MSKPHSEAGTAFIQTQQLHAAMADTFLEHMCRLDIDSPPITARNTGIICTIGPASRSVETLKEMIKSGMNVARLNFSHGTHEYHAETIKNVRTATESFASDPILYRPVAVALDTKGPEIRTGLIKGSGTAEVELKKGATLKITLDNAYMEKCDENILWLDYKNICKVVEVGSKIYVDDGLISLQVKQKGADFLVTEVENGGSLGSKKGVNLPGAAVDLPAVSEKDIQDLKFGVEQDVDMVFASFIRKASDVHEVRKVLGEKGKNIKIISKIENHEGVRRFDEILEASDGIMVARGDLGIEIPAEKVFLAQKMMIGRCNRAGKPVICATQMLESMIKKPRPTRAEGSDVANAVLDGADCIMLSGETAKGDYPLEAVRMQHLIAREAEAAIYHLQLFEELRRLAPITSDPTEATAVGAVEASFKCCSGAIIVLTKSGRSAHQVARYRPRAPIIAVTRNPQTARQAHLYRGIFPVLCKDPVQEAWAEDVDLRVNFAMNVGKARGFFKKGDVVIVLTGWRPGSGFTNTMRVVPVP
#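 ATP formation by purified human PK-M2, quantified via coupled luciferase luminescence after 1 h at room temperature with 0.1 mM ADP and 0.5 mM PEP final.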
# MBNL1-CUG inh – inhibitors of human MBNL1 binding to CUG repeat RNA | Q9NR56 | TR-FRET MBNL1-His/biotin-(CUG)12 binding, 665/545 ratio | Potency, µM (titrated, usually from 57.5 µM), for inactives: at the highest dose activity change, negative = inhibition, actives largely listed as inhibitors | hit rate 0.036% among 280,000; active means well fitted inhibition curve with a large enough effect in the signal ratio, with a control signal flat, not every such curve was filed as active; inconclusive means small, poorly fitted or top-dose-only effect, or effect the other way, or a change in a side signal; inactive means no such curve, though single readings can be large or run the other way; the % refers to the signal ratio; further: potency means the concentration at half of the fitted maximal effect; on the % scale 0 is the no-effect control and ±100 the full control effect
# Target sequence (Q9NR56 whole entry, looked up): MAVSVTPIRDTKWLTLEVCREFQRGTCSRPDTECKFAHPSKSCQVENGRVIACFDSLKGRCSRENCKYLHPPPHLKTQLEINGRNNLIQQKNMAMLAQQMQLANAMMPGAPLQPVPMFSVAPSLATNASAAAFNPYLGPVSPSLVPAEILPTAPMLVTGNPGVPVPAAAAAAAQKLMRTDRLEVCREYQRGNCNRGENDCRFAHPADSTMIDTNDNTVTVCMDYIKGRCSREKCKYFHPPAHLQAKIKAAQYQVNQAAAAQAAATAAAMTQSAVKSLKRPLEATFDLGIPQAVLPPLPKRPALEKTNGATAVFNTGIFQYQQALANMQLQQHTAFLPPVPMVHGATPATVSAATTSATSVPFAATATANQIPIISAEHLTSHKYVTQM
#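 TR-FRET readout: Ex 340 nm, 665/545 nm emission ratio, normalized to buffer-only (basal) and MBNL1-(CUG)12 controls. Complex of MBNL1-His with Biotin-(CUG)12, compounds 92 nM–58 uM, incubated 60 min at room temperature.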
# ELG1 DNA repair – blocks ELG1-dependent DNA repair in HEK293T cells. HEK293T ELG1-luciferase reporter, luminescence, 16 h; DNA damage induced by 5-fluorouridine. Potency, µM (series often up to 46.1 µM), inactives show at the top dose activity change, negative = inhibition, hits mostly inhibitors. hit rate 2.3% among 330,000. AID 504467; further: potency means the concentration at half of the fitted maximal effect; on the % scale 0 is the no-effect control and ±100 the full control effect; nearly all actives have a fitted effect of over 55% in size
#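 Step one: seed 2,000 cells per well. Step two: pin-transfer compound or DMSO alongside 5-fluorouridine. Step three: incubate 16 hr, 37 °C, 5% CO2. Step four: add ONE-Glo, wait 30 min, read luminescence.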
# Gal4-VP16 FLuc – inhibits Gal4-VP16 luciferase reporter, ROR gamma counter-screen. Drosophila S2 Gal4-VP16 UAS-luciferase, luminescence, 20 h. Potency, µM (series often up to 53.6 µM), inactives show at the top dose activity, negative = inhibition, actives largely listed as inhibitors. hit rate 3.5% among 310,000;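 further: Gal4-VP16 expression switched on by copper sulfate through the metallothionein promoter; potency means the concentration at half of the fitted maximal effect; on the % scale 0 is the no-effect control and ±100 the full control effect; nearly all actives have a fitted effect of over 50% in size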
# KCNH2 3.1 block – inhibitors of human KCNH2 3.1 potassium channel isoform. U2OS KCNH2 3.1, thallium flux FluxOr; hits give low values. activity change, % (tested at about 1.8 µM). hit rate 0.95% among 340,000. AID 720553;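 active means maximum activity change below -70%; inconclusive means maximum activity change from -70% to -50%; inactive means maximum activity change above -50%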;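 further: thallium influx rate constant from kinetic fluorescence after stimulation buffer; on the % scale 0 is the no-effect control and ±100 the full control effect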
#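 Channel expression came from 3.1 mutant virus (1.77 x 10^8 /mL) applied to suspended U2OS cells for 4 h. Flux was tracked with FluxOr dye plus Red40 quencher, and kinetic rate constants normalized to controls.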
# RORgamma inh – inhibitors of mouse ROR gamma transcriptional activity; P51450; Drosophila S2 Gal4-RORgamma UAS-luciferase reporter, 20 h; Potency, µM (titrated, usually from 53.6 µM), for inactives: top-dose activity change, negative = inhibition, hits mostly inhibitors; hit rate 5.4% among 310,000; AID 2551; further: potency means the concentration at half of the fitted maximal effect; on the % scale 0 is the no-effect control and ±100 the full control effect; nearly all actives have a fitted effect of over 60% in size
#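 Schneider cells (Drosophila), stable Gal4 DBD–ROR gamma + UAS-luc; 1 hr cmpd preincubation; Cu2+ induction 700 uM final; 20 hr ambient; luminescence.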
# The depositor's hits bear a star; ? = inconclusive; . = not tested or not shown; [ ] = dose if it differs, or a comment. Unless noted, the call rests on the fitted dose curve; in most records, active means well fitted curve in the direction sought with a large enough effect; inconclusive means small, poorly fitted or top-dose-only effect, or another doubt; inactive means no such curve, though single readings can be large; an effect the other way counts as inactive or inconclusive. Only part of the results is shown. The share of hits here may be higher or lower than overall.
SMILES,FLuc counter,Rab9 prom act,Mito fusion act,Menin MLL FP TR,NPC1 promoter act,PKM2 act,MBNL1-CUG inh,ELG1 DNA repair,Gal4-VP16 FLuc,KCNH2 3.1 block,RORgamma inh
COc1cc(-c2nc3cnccn3c2Nc2ccc3c(c2)OCCO3)ccc1O,-1%,1%,-4%,11%,0%,11%,2%,-1%,-1%,-1,-14%
O=C(NCc1ccco1)/C(=C\C=C\c1ccccc1)NC(=O)c1ccco1,-15%,-1%,0%,.,-1%,0%,13%,-3%,10%,-14,2%
Cc1nc(S(=O)(=O)Nc2ccc3c(c2)OCCO3)cn1C,-2%,2%,0%,.,-4%,3%,-18%,20%,6%,20,-2%
Cc1ccc(-n2c(SCC(=O)N3CC(=O)Nc4ccccc43)nc3ccccc3c2=O)cc1,3%,-8%,-1%,16%,1%,-1%,9%,18µM*,-3%,-10,?
Cn1cccc1/C=N/NC(=O)CNc1ccc2ccccc2c1,?,-6%,-7%,.,0%,1%,10%,?,-2%,1,-25%
O=C(CN1C(=O)c2ccccc2C1=O)Nc1sc2c(c1C(=O)NCC1CCCO1)CCC2 (stereo unspecified),-15%,-2%,-1%,1%,0%,-5%,4%,16%,-12%,-3,14%
O=C(N/N=C\c1ccco1)Nc1cccc(Cl)c1,19µM*,2.5µM*,3%,7%,3.2µM*,6%,?,?,-7%,5,?
COc1ccc(-n2nc(C(=O)NCC(=O)NCCCN3CCOCC3)c3ccccc3c2=O)cc1OC,-3%,-3%,0%,0%,0%,0%,?,7%,-5%,5,?
CNC(=O)C(=O)NCC1OCCCN1S(=O)(=O)c1cccs1 (stereo unspecified),-1%,2%,-1%,4%,-9%,-2%,.,0%,0%,-1,4%
CN(C)CCNc1ccc(-c2n[nH]c(=O)c3ccccc23)cc1[N+](=O)[O-],0%,-4%,-5%,?,1%,.,?,?,-5%,3,-7%
COc1ccccc1N1CCN(C(=O)CCCC2=NS(=O)(=O)c3ccccc3N2)CC1,-2%,2%,-4%,-5%,-3%,-2%,-5%,-22%,-9%,9,-5%
CCn1cc(C(=O)NCCCOC)c(=O)c2cc(S(=O)(=O)N(C)C3CCCCC3)ccc21,-1%,-5%,-4%,-3%,-8%,-6%,-6%,?,-6%,2,-10%
Clc1ccc(Nc2nc(-c3cccs3)cs2)nc1,1.5µM*,3.2µM*,?,?,?,1%,19%,?,?,-5,?
CN(C(=O)c1ccc2c(=O)n3c(nc2c1)CCCCC3)c1ccccc1Cl,-2%,-1%,-1%,.,-2%,7%,7%,-4%,19%,1,?
COCCNC(=O)COC(=O)c1[nH]c(C)c(C(C)=O)c1C,1%,-7%,1%,.,2%,-13%,4%,12%,0%,-9,-12%
Cc1nc(SC(C)C)[nH]c(=O)c1Cc1ccccc1,0%,0%,12%,3%,1%,0%,5%,-14%,-15%,1,19%
CC(=O)NC(=S)Nc1cccc(S(=O)(=O)NC2=NCCC2)c1,5%,-11%,-6%,-6%,0%,5%,-1%,-2%,-11%,7,-1%
CCc1ccc(OCC(=O)N/N=C(\C)c2ccc(O)cc2O)cc1,?,0%,-7%,4%,-3%,-1%,-3%,?,?,1,13µM*
COC(=O)[C@@H]1CCCN1Cc1c(C(=O)N2CCCCC2)nc2c(C)cccn12,0%,-4%,3%,-1%,-2%,1%,-15%,-4%,-5%,-8,20%
CCCCn1c(N)c(N(CCOC)C(=O)C2CCN(C(=O)c3ccccc3C)CC2)c(=O)[nH]c1=O,11%,0%,2%,.,-2%,.,.,?,.,-24,.
Cc1cc(NS(=O)(=O)c2ccc(NC(=O)c3ccccc3C)cc2)no1,-5%,0%,-3%,14%,-1%,.,-1%,14%,-7%,5,21%
COc1ccc(-c2nc(CS(=O)CC(=O)NCCCN3CCCC3)c(C)o2)cc1OC (stereo unspecified),3%,-2%,-1%,-17%,-5%,7%,-10%,?,-7%,17,-16%
COCc1c(Br)c(C)nc(OCC(=O)N/N=C/c2ccc(C)o2)c1C#N,-2%,5%,2%,-14%,-2%,?,11%,-1%,-8%,23,-15%
O=C(Cn1nc(C(F)(F)F)c2c1CCC2)N1CCN(c2ccccc2)CC1,3%,17%,2%,1%,1%,4%,1%,-15%,-2%,-6,-25%
CC(NCC(c1ccco1)N1CCCCC1)C(=O)NC1CCCC1 (stereo unspecified),3%,-3%,0%,-3%,0%,-4%,-7%,5%,3%,-4,23%
CC1(C)CC(=O)C2=C(C1)c1c(ccc3ccccc13)NC2c1ccc(Br)o1 (stereo unspecified),2%,-1%,13%,-5%,-1%,-1%,3%,?,6%,0,20%
CC(=O)N1c2ccccc2S(=O)(=O)c2ccccc21,4%,0%,4%,.,-1%,.,.,3%,.,-34,.
COCCNC(=O)C(c1ccc(C)cc1)N(C(=O)CCC(=O)Nc1ccccn1)c1ccccc1C (stereo unspecified),2%,-4%,-3%,-3%,1%,0%,1%,-1%,1%,-7,25%
Cn1c(=O)c(C(=O)Nc2ncccn2)c(O)c2ccccc21,21µM*,3.2µM*,2%,0%,2.8µM*,-10%,-4%,?,-12%,2,33%
COC(=O)CCC(=O)OC1(C)C(=O)C=C2C=C(C3CC3)N(CC3CC3)C=C2C1=O (stereo unspecified),-3%,0%,-1%,-3%[11.7 µM],-1%,-2%[11.5 µM],17%,0%,1%,1,-34%
COCCN(Cc1cc2cccc(C)c2n2nnnc12)C(=O)C(F)(F)F,2%,-5%,4%,9%,2%,0%,-11%,18%,-13%,16,7%
CCc1nnc(/N=C/c2c(O)n(-c3ccc(Cl)cn3)c(=O)c3ccccc23)s1,2.7µM*,0%,-4%,-2%,2%,2%,9%,4%,-8%,4,19%
O=C(CCCCC(=O)Nc1ccc(F)cc1)Nc1ccc(F)cc1,4%,4%,3%,6%,-1%,-1%,-5%,-11%,.,-12,.
CC(C)(C)OC(=O)NCCOC(=O)c1[nH]cnc1C(=O)NCc1ccccc1,4%,0%,-3%,.,-3%,.,.,-7%,.,-10,.
Cc1ccc(O)c(Sc2cc(C)ccc2O)c1,7%,-3%,28%,?,-2%,6%,2%,-16%,13µM*,6,?
CCOC(=O)c1cc(S(=O)(=O)NC2CCN(C(=O)OCC)CC2)cn1C,0%,2%,0%,1%,-7%,4%,3%,?,-1%,26,24%
CCN(CCN(C)C)C(=O)Cn1ncc2c1-c1cc(C)ccc1OC2,-3%,-2%,-5%,-2%[11.7 µM],2%,20%,-17%,8%,-7%,3,-35%
CCC(=O)c1c(NC)cc(C)oc1=O,-3%,-2%,-13%,-3%,-5%,-2%,-15%,16%,6%,-3,4%
CC(C)(C)NC(=O)/C(=C/c1ccco1)c1ccccc1,9%,-7%,-2%,4%,2%,2%,11%,2%,0%,-1,22%
COc1ccccc1/C=N/Nc1cc(C)nc2ccc(C)cc12,-12%,11%,-2%,-18%,16%,4%,-2%,?,-1%,6,13%[1.91 µM]
CCN(CC(=O)NCc1cccs1)C(=O)/C=C/c1ccc(OC)cc1OC,?,-3%,3%,.,-3%,.,.,14%,.,-19,.
CC(C)CCNC(=O)C1CCCCN1S(=O)(=O)c1ccc(F)cc1 (stereo unspecified),-2%,-1%,2%,1%,1%,-1%,0%,-8%,1%,-8,6%
CCOC(=O)N1CCN(Cc2nc(N)nc(Nc3ccc(C)cc3C)n2)CC1,0%,-12%,-5%,-7%,-2%,-8%,6%,-4%,0%,-8,-2%
COc1ccc(NC(=O)/C(C#N)=C/c2ccc(Br)o2)cc1,-11%,18%,-1%,?,10%,-1%,?,?,2%,23,75%
CC(C)CCn1c(CN2CCN(C(=O)c3ccco3)CC2)nc2c1c(=O)n(C)c(=O)n2C,-1%,5%,0%,-5%,-1%,9%,8%,?,3%,-23,-4%
Cc1cc(NC(=O)c2ccc(F)cc2)n(-c2ccccn2)n1,-12%,-2%,6%,55%[activator],-6%,-1%,1%,9%,-3%,-3,2%

# Screening results (PubChem)
